Assay outcomes from PubChem.
TRPV1 agonist: activates the human vanilloid receptor TRPV1; Q8NER1; TRPV1-expressing cells, Fluo-8 calcium influx, agonist mode; activation, % at 8.33 µM; 320,000 tested, 0.19% active; AID 540275; in the data active means activation above about 80%; inconclusive means between about 30% and that limit; further: 0% is about no effect
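Fluo-8 calcium influx in TRPV1-expressing cells, kinetic read (ex 480/em 520 nm). Compound added and read 3 min for agonist activity, followed by capsaicin at EC20 final and 2 min further read for enhancement.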
USP2a block: blocks human ubiquitin-specific protease USP2a | Potency, µM (top dose mostly 38.3 µM), inactives show top-dose activity change, negative = inhibition, actives largely listed as inhibitors | 330,000 tested, 0.01% active | USP2 core, Ub-CHOP2 coupled fluorogenic reporter, 485/531;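 further: potency means the concentration at half of the fitted maximal effect; plate controls were DMSO wells for no effect and full inhibition by NEM control for full effect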
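Deubiquitinase activity read as fluorescence (485/531 nm) after Ub-CHOP2 cleavage activates the enterokinase reporter on its substrate; USP2 core 10nM, Ub-CHOP2 and substrate 25nM each, 30min compound preincubation then 60min RT; data normalized to NEM, curves fitted.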
Menin-MLL TR inh: inhibitors of human menin-MLL interaction, mutant MLL peptide | Menin + Texas Red MLL mutant peptide, fluorescence polarization | 270,000 tested, 0.23% active | O00255 | Potency, µM (top dose mostly 61.6 µM), for the others: at the top dose FP activity change, negative = inhibition, hits mostly inhibitors; active means well fitted inhibition curve with a large enough effect in the polarisation, with a control signal flat, not every such curve was filed as active; inconclusive means small, poorly fitted or top-dose-only effect, or effect the other way, or a change in a side signal; inactive means no such curve, though single readings can be large or run the other way; the % refers to the polarisation; further: potency means the concentration at half of the fitted maximal effect; % of control where 0% means no effect; many of its hits are not listed in these tables
CXXC DNA block: MLL CXXC-DNA interaction inhibition; Q03164; MLL-CXXC / FITC-HOXA9 DNA fluorescence polarization; Potency, µM (doses to about 115 µM), for inactives: top-dose activity change, negative = inhibition, actives largely listed as inhibitors; 290,000 tested, 0.037% active; active means well fitted inhibition curve with a large enough effect in the polarisation, with a control signal flat, not every such curve was filed as active; inconclusive means small, poorly fitted or top-dose-only effect, or effect the other way, or a change in a side signal; inactive means no such curve, though single readings can be large or run the other way; the % refers to the polarisation; further: potency means the concentration at half of the fitted maximal effect
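Fluorescence polarization: 7 uM MLL-CXXC (stock) preincubated 5 min with compounds, then 50 nM fluorescein-HOX-A9 DNA (stock) added; 30 min ambient. Buffer 50 mM Tris-HCl pH 7.5, 50 mM NaCl, 1 mM DTT, 0.05% BSA.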
Giardia killer: Giardia lamblia killing; Giardia lamblia trophozoite viability; activity change, % at 7.66 µM, hits read low; 340,000 tested, 0.15% active; in the data active means activity change below about -80%; inconclusive means between about -30% and that limit;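 further: parasites exposed to compound for two days anaerobically before the ATP read; on the % scale 0 is the no-effect control and ±100 the full control effect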
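ATP-content bioluminescence gauges trophozoite survival. Cells (100/well) receive compound and incubate anaerobically for 48 hrs at 37 deg C; detection reagent follows for 15-30 min at room temperature.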
B2AR arrestin: agonists driving beta-arrestin recruitment to human beta2-adrenergic receptor; AID 492947; 330,000 tested, 0.02% active; beta-arrestin recruitment to beta2AR, cell-based reporter; Potency, µM (doses to about 46.1 µM), for the others: top-dose activation, most hits filed as activators;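 further: potency means the concentration at half of the fitted maximal effect; 0% = DMSO controls and full agonism = EC100 isoproterenol or metaproterenol; nearly all actives have a fitted effect of over 65% in size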
FBPA coupling cs: coupling enzyme interference in Giardia aldolase counter-screen | coupling enzyme system counterscreen, AmpLite Red fluorescence | 290,000 tested, 0.67% active | activity change, negative = inhibition, % at 58.2 µM, hits read low; in the data active means activity change below about -30%; further: on the % scale 0 is the no-effect control and ±100 the full control effect
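Counterscreen of the coupled detection system alone, without aldolase: glyceraldehyde-3-phosphate coupling enzymes plus AmpLite Red readout. Compounds at 57.5 uM final, 10 min RT preincubation, 20 min RT reaction, fluorescence 525/598 nm.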
GALK inh: galactokinase (human) inhibition; 270,000 tested, 0.007% active; Potency, µM (doses to about 57.5 µM), inactives show at the top dose activity change, negative = inhibition, usual class: inhibitors; Purified GALK, Kinase-Glo residual ATP luminescence; AID 1868; P51570; further: potency means the concentration at half of the fitted maximal effect; on the % scale 0 is the no-effect control and ±100 the full control effect
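GALK at 5 nM final was combined with compound, 35 uM ATP and 100 uM galactose in HEPES pH8.0 with MgCl2 and DTT. The reaction ran one hour at room temperature before luminescent ATP detection.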
hERG WT inh: inhibitors of human wildtype KCNH2 potassium channel | U2OS, BacMam KCNH2, thallium flux FluxOr; active compounds read low | activity change, % at 1.84 µM | 340,000 tested, 0.37% active | AID 720551;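 active means maximum activity change below -70%; inconclusive means maximum activity change between -70% and -50%; inactive means maximum activity change above -50%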; further: on the % scale 0 is the no-effect control and ±100 the full control effect
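U2OS cells transduced with wild-type KCNH2 virus are loaded with FluxOr dye for 45 min, and thallium flux is measured in kinetic reads before and after stimulation buffer. Rate constants are normalized to DMSO controls.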
KCNH2 3.1 block: KCNH2 3.1 (human) potassium channel inhibition. activity change, % (tested at about 1.8 µM). 340,000 tested, 0.95% active. U2OS KCNH2 3.1, thallium flux FluxOr; active compounds read low. AID 720553;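 active means maximum activity change below -70%; inconclusive means maximum activity change from -70% to -50%; inactive means maximum activity change above -50%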;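 further: thallium influx rate constant from kinetic fluorescence after stimulation buffer; on the % scale 0 is the no-effect control and ±100 the full control effect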
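Kinetic fluorescence (2 min after stimulation buffer) measures Tl+ influx through KCNH2 3.1 expressed by viral transduction in U2OS cells; the rate constant is normalized against DMSO controls serving as positive and negative references.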
PKM2 act: PKM2 (human) enzyme activation; P14618; purified PKM2, Kinase-Glo ATP luminescence, activation; response scale: 0% is enzyme alone, no compound; Potency, µM (titrated, usually from 57.5 µM), inactives show at the highest dose activation, actives largely listed as activators; 260,000 tested, 0.34% active; further: potency means the concentration at half of the fitted maximal effect; on the % scale 0 is the no-effect control and ±100 the full control effect; nearly all actives have a fitted effect of over 55% in size
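Kinase-Glo luminescence reports ATP generated from ADP (0.1 mM) and PEP (0.5 mM) by purified hPK-M2 after 1 h at room temperature, pH 7.2 imidazole buffer; intermediate enzyme activity allows detecting inhibitors and activators.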
* = called active by the depositor. Unless noted, the call rests on the fitted dose curve; in most records, active means well fitted curve in the direction sought with a large enough effect; inconclusive means small, poorly fitted or top-dose-only effect, or another doubt; inactive means no such curve, though single readings can be large; an effect the other way counts as inactive or inconclusive.

For Cc1ccccc1NC(=O)C1CCCN(c2nnc(N3CCCC3=O)s2)C1 (stereo not given) the results were TRPV1 agonist 0, USP2a block 2%, Menin-MLL TR inh 0%, Giardia killer -11, B2AR arrestin -0.5%, FBPA coupling cs 0, hERG WT inh 4, KCNH2 3.1 block -5 and PKM2 act -2%.
Cc1c(C)c2ccc(OCC(=O)N3CCC(C(=O)O)CC3)c(C)c2oc1=O was read as TRPV1 agonist -3, USP2a block 2%, Menin-MLL TR inh -3%, CXXC DNA block -10%, Giardia killer 4, B2AR arrestin -0.9%, FBPA coupling cs 1, hERG WT inh 1, KCNH2 3.1 block 4 and PKM2 act 1%.
Screening Cc1ccc(Oc2ccc(NC(=O)Cn3ccsc3=N)cc2)cc1 returned TRPV1 agonist 6, USP2a block -2%, CXXC DNA block inconclusive, Giardia killer 11, B2AR arrestin 0.1%, FBPA coupling cs 0, GALK inh -2%, hERG WT inh 11, KCNH2 3.1 block -41 and PKM2 act 0%.
Screening O=C(Nc1ccc2nc(-c3ccccn3)[nH]c2c1)C1CCCCC1 returned TRPV1 agonist 2, USP2a block 1%, Menin-MLL TR inh 13%, CXXC DNA block inconclusive, Giardia killer -12, B2AR arrestin 0.0%, FBPA coupling cs 2, GALK inh -3%, hERG WT inh 19, KCNH2 3.1 block 3 and PKM2 act -7%.
`COc1ccc(C(=O)NNC(=O)c2cc3cc([N+](=O)[O-])ccc3oc2=O)cc1OC` gave TRPV1 agonist 3, USP2a block -3%, Menin-MLL TR inh 14%, CXXC DNA block 8%, Giardia killer 1, B2AR arrestin -0.5%, FBPA coupling cs 4, GALK inh -1%, hERG WT inh 1, KCNH2 3.1 block -8 and PKM2 act 1%.
NC(=O)CC(NC(=O)Cc1ccc(Br)cc1)c1ccc(NCCN2CCCC2)c([N+](=O)[O-])c1 (stereo not given) was read as TRPV1 agonist -4, USP2a block 0%, Menin-MLL TR inh -9%, CXXC DNA block -10%, Giardia killer 15, B2AR arrestin -0.8%, FBPA coupling cs 2, hERG WT inh 0, KCNH2 3.1 block 28 and PKM2 act -2%.
Screening Cc1ccc(C(=O)OCC(=O)NCc2ccc(Cl)cc2Cl)o1 returned TRPV1 agonist 9, USP2a block 3%, Giardia killer 5, B2AR arrestin -0.6%, hERG WT inh -5 and KCNH2 3.1 block 3.
Screening Cc1cccc(NC(=S)N(Cc2ccco2)C(C)c2cccs2)c1 (stereo not given) returned TRPV1 agonist 1, USP2a block -7%, Menin-MLL TR inh 14%, CXXC DNA block -3%, Giardia killer -7, B2AR arrestin -0.1%, FBPA coupling cs 2, GALK inh -1%, hERG WT inh -3, KCNH2 3.1 block 5 and PKM2 act -2%.
Screening CCc1nn(-c2ccccc2)c(N)c1-c1ccc(OC)c(OC)c1 returned TRPV1 agonist 10, USP2a block 1%, Menin-MLL TR inh -10%, CXXC DNA block -17%, Giardia killer -11, B2AR arrestin 0.0%, FBPA coupling cs 1, GALK inh -2%, hERG WT inh -5, KCNH2 3.1 block -20 and PKM2 act -14%.
For O=C1C=C(c2ccccc2)OC(c2ccccc2)O1 (stereo not given) the results were TRPV1 agonist -2, USP2a block 2%, Menin-MLL TR inh inconclusive, CXXC DNA block -5%, Giardia killer 19, B2AR arrestin 0.2%, FBPA coupling cs -5, GALK inh 0%, hERG WT inh -13, KCNH2 3.1 block -2 and PKM2 act 11%.
`O=C(CSc1nnc(CNC(=O)c2c(F)cccc2Cl)o1)Nc1ccc2c(c1)OCO2` gave TRPV1 agonist -3, USP2a block -1%, Menin-MLL TR inh -14%, CXXC DNA block -2%, Giardia killer -3, B2AR arrestin -0.3%, FBPA coupling cs 1, GALK inh 10%, hERG WT inh -5, KCNH2 3.1 block -4 and PKM2 act 0%.
Screening CC(C)Cc1ccc(C(C)C(=N)N)cc1 (stereo not given) returned TRPV1 agonist 3, USP2a block 1%, CXXC DNA block 2%, Giardia killer 11, B2AR arrestin -1.0%, FBPA coupling cs -3, GALK inh 4%, hERG WT inh 30, KCNH2 3.1 block -8 and PKM2 act -11%.
`O=C(Nc1ccc(Cl)cc1C(F)(F)F)c1ccccc1` gave TRPV1 agonist 4, USP2a block -1%, Menin-MLL TR inh 4%, CXXC DNA block 2%, Giardia killer 18, B2AR arrestin -0.4%, FBPA coupling cs 2, GALK inh 0%, hERG WT inh -2, KCNH2 3.1 block 14 and PKM2 act -6%.
CC(=O)c1c(C(C)=O)c(C)n(-c2nc(-c3cccs3)c(C)s2)c1C was read as TRPV1 agonist 6, USP2a block 0%, Menin-MLL TR inh -17%, CXXC DNA block 0%, Giardia killer -2, B2AR arrestin -0.5%, FBPA coupling cs 0, GALK inh -7%, hERG WT inh -9, KCNH2 3.1 block -14 and PKM2 act 7%.
Screening COc1cc2c(C(=O)N3CCN(C)CC3)c(C)n(-c3ccccc3)c2cc1Br returned TRPV1 agonist 28, USP2a block 5%, Menin-MLL TR inh -10%, CXXC DNA block 5%, Giardia killer 8, B2AR arrestin -0.8%, GALK inh 0%, hERG WT inh -4 and PKM2 act 3%.
For Cc1ccc(NC(=O)C2CC(c3ccc(F)cc3)=NO2)cc1 (stereo not given) the results were TRPV1 agonist -7, USP2a block 3%, Menin-MLL TR inh inconclusive, CXXC DNA block -2%, Giardia killer 9, B2AR arrestin -0.5%, FBPA coupling cs 1, GALK inh -1%, hERG WT inh 11, KCNH2 3.1 block -37 and PKM2 act 0%.
For COc1ccccc1C(=O)NCC(=O)NNC(=O)C1COc2ccccc2O1 (stereo not given) the results were TRPV1 agonist -3, USP2a block -2%, Giardia killer -5, B2AR arrestin 0.0%, hERG WT inh -11 and KCNH2 3.1 block -1.
For COc1ccc(S(=O)(=O)N2CCOCC2)cc1NC(=O)COC(=O)C1COc2ccccc2O1 (stereo not given) the results were TRPV1 agonist 2, USP2a block -1%, Menin-MLL TR inh 6%, CXXC DNA block 1%, Giardia killer 13, B2AR arrestin -0.7%, FBPA coupling cs 1, GALK inh 1%, hERG WT inh -2, KCNH2 3.1 block 3 and PKM2 act -1%.
Cc1nc(C)c(C(=O)C2=C(O)C(=O)N(CCN3CCOCC3)C2c2cccs2)s1 (stereo not given) was read as TRPV1 agonist -2, USP2a block 1%, Menin-MLL TR inh 10%, CXXC DNA block -1%, Giardia killer -22, B2AR arrestin 1.0%, FBPA coupling cs -1, GALK inh 0%, hERG WT inh 0, KCNH2 3.1 block 0 and PKM2 act 1%.
Screening CC(C)c1nc(NCC2CCCO2)c(C#N)c2c1COC(C)(C)C2 (stereo not given) returned TRPV1 agonist 25, USP2a block 0%, Menin-MLL TR inh -11%, CXXC DNA block -4%, Giardia killer 11, B2AR arrestin -0.2%, FBPA coupling cs 2, GALK inh 3%, hERG WT inh 2, KCNH2 3.1 block 14 and PKM2 act 3%.
Screening O=C(CSc1ccccn1)Nc1cccc(S(=O)(=O)N2CCCC2)c1 returned TRPV1 agonist 10, USP2a block 4%, Giardia killer -2, B2AR arrestin 0.1%, hERG WT inh 2 and KCNH2 3.1 block -4.
Screening Cc1ccccc1OCCNC(=O)/C=C/c1ccccc1 returned TRPV1 agonist 22, USP2a block -1%, Menin-MLL TR inh -3%, CXXC DNA block -11%, Giardia killer -1, B2AR arrestin 0.1%, FBPA coupling cs 3, GALK inh 2%, hERG WT inh -7, KCNH2 3.1 block -3 and PKM2 act 8%.
Screening Cc1ccc(Nc2c(F)c(F)c(F)c(F)c2C(=O)O)c(C)c1 returned TRPV1 agonist 1, USP2a block 0%, Menin-MLL TR inh inconclusive, CXXC DNA block -2%, Giardia killer -5, B2AR arrestin 0.4%, FBPA coupling cs 9, GALK inh 0%, hERG WT inh -2, KCNH2 3.1 block 5 and PKM2 act 3%.
Screening Cc1ccc(Cl)cc1Nc1nc(-c2sc(NC(=O)c3ccco3)nc2C)cs1 returned TRPV1 agonist 6, USP2a block 3%, Menin-MLL TR inh inconclusive, CXXC DNA block 5%, Giardia killer 7, B2AR arrestin 0.3%, FBPA coupling cs 2, GALK inh 3%, hERG WT inh 1, KCNH2 3.1 block -25 and PKM2 act -10%.
Screening Cc1cc(C)nc(N/N=C/c2ccccc2OCc2ccc([N+](=O)[O-])cc2)n1 returned TRPV1 agonist 25, USP2a block -2%, Menin-MLL TR inh 16%, CXXC DNA block -4%, Giardia killer 4, B2AR arrestin -0.5%, FBPA coupling cs 3, GALK inh 0%, hERG WT inh 21, KCNH2 3.1 block -1 and PKM2 act -2%.

Only part of the results is shown, so the mix of outcomes need not match the whole.
